TLR9-MyD88 inh: inhibitors of TLR9-MyD88 association in cells, primary screen, cell-based, CHO, BLA complementation, fluorescence; Toll-like receptor 9 (Homo sapiens) + Myeloid differentiation primary response protein …; CCF4 FRET ratio; inhibition, % at 4.98 µM; 0.21% of 340,000 active;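 active = inhibition above the mean over all tested compounds plus 3 SD, cut at about 21% in these data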;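 also: 0% = DMSO only wells and 100% = clavulanate BLA inhibitor control wells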
NR5A2 inv ag: LRH-1 (NR5A2) inverse agonists, primary screen, cell-based, luminescence, HEK293T, StAR-luciferase reporter; Nuclear receptor subfamily 5 group A member 2 (Homo sapiens), O00482; LRH-1 transfected, 24 h; inhibition, % at 3.6 µM; 0.13% of 360,000 active; AID 602396, 2012;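 active = inhibition above the mean inhibition of all tested compounds plus 3 SD, cut at about 73% in these data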;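 also: 0% = DMSO wells and 100% = reporter-only cells lacking LRH-1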
TROY signal inh: inhibitors of TROY-driven NF-kB signaling, primary screen, Q293 LMP1-TROYcd cells, NF-kB luciferase, uHTS | 0.98% of 360,000 active | inhibition, % at 10 µM | Q293 LMP1-TROYcd NF-kB luciferase reporter, 4 h;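 active = compounds whose plate-normalised and pattern-corrected inhibition of the luciferase reporter signal at the single screening dose is 50% or more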
LMP1 NFkB inh: EBV LMP1-driven NF-kappaB luciferase reporter inhibitors, primary screen, cell-based, luminescence, single point; 0.69% of 350,000 active; AID 504558, 2011; LMP1-induced NF-kappaB luciferase reporter cells; inhibition, % at 12.5 µM; in the data active = inhibition above about 41%;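 also: 0% = neutral control wells and 100% = reference inhibitor control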
NCOA1 inh: SRC1 coactivator transcriptional activity inhibitors, primary screen, cell-based, luminescence | Nuclear receptor coactivator 1 (Homo sapiens), Q15788 | HEK293 GAL4-SRC1 luciferase reporter | inhibition, % at 3.6 µM | 0.12% of 360,000 active;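 active = inhibition above the campaign mean plus 3 SD, with each screening campaign given its own cutoff, cut at about 60% in these data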;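 also: 0% = DMSO treated cells and 100% = gossypol at 36 µM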
Vif imaging: HIV Vif self-association inhibitors, primary screen, imaging, HEK293T, single point. HEK293T cells, Vif self-association by quenched fluorescence, 24 h. inhibition, % at 7.49 µM. 0.35% of 340,000 active. AID 602346, 2012; in the data active = inhibition above about 50%, passing the limit was not always enough; also: some results filed as inactive read as strong as hits
C8 TRAIL sens: viability loss with TRAIL in NB7+C8 cells, primary screen, TRAIL sensitizer project, cell-based, ATPlite luminescence; inhibition (viability loss, TRAIL sensitization), % at 10 µM; 1% of 360,000 active;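 active = compounds causing at least 50% loss of cell viability in the single-dose screen, relative to plate controls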
SRC2 inh: inhibition of GAL4-SRC2 driven luciferase reporter, primary screen, SRC2 inhibitor project, cell-based, luminescence | Nuclear receptor coactivator 2 (Homo sapiens), Q15596 | HEK293 GAL4-SRC2 luciferase reporter | inhibition, % at 9 µM | 0.17% of 370,000 active | AID 651957, 2012;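 active = inhibition above the mean inhibition of all tested compounds plus 3 SD, set per campaign, cut at about 52% in these data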;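 also: 0% = DMSO treated cells and 100% = cells given Gossypol at 36 µM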
NR2F2 inh: NR2F2 transcriptional activity inhibitors, primary screen, cell-based, luciferase reporter, HEK293T, luminescence; COUP transcription factor 2 (Homo sapiens), P24468; HEK293T NGFI-A luciferase reporter; inhibition, % at 8.6 µM; 0.7% of 370,000 active; AID 686940, 2013;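 active = inhibition above a per-plate cutoff, mean inhibition of test wells between control levels plus 3 SD, cut at about 38% in these data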;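 also: cells cotransfected with COUP-TFII expression vector driving the NGFI-A reporter; 0% = median of COUP-TF2 test wells and 100% = reporter-only cells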
Target sequence (P24468 whole entry, looked up): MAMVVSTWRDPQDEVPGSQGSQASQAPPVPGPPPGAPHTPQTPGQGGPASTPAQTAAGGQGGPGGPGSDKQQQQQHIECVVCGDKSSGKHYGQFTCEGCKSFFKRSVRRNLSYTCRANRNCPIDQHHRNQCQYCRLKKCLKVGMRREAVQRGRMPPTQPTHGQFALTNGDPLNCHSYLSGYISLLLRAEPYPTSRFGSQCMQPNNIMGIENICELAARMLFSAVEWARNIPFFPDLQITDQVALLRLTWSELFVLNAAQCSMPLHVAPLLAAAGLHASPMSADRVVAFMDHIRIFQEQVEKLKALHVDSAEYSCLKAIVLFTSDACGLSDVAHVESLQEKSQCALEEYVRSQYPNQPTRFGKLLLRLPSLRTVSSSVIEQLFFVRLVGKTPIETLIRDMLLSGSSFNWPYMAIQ
NOD2-RIPK2 inh: NOD2-RIPK2 binding disruptors in cells, primary screen, fluorescence, CHO cells, BLA complementation. Receptor-interacting serine/threonine-protein kinase 2 (Homo sapiens), O43353. CCF4 ratio. inhibition, % at 4.98 µM. 0.38% of 360,000 active; in the data active = inhibition above about 21%;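 also: 0% = vehicle only and 100% = reference blocker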
Target sequence (O43353 whole entry, looked up): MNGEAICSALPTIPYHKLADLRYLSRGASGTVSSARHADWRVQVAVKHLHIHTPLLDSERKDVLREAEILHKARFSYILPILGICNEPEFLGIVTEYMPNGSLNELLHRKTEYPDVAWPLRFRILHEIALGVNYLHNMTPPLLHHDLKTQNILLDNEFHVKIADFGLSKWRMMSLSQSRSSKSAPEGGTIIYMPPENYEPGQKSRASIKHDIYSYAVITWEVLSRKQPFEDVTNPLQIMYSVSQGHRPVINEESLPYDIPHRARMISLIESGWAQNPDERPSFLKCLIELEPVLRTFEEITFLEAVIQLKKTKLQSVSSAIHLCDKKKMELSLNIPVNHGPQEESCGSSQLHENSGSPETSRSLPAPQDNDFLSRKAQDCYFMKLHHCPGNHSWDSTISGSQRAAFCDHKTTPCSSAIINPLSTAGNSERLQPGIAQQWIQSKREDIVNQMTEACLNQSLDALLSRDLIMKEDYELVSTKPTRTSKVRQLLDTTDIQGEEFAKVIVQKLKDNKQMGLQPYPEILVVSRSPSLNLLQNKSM
NCOA3 inh: SRC3 coactivator transcriptional activity inhibitors, primary screen, cell-based, luminescence | HEK293 GAL4-SRC3 luciferase reporter | inhibition, % at 3.6 µM | AID 588352, 2011 | Nuclear receptor coactivator 3 (Homo sapiens), Q9Y6Q9 | 0.17% of 360,000 active;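 active = inhibition above a per-campaign cutoff, the mean of all compounds plus 3 SD, cut at about 60% in these data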;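 also: 0% = DMSO-treated cells and 100% = gossypol-treated cells at 36 µM; higher means less SRC3-driven luciferase light from the GAL4 reporter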
* marks the source's active call; other numbers are inactive results; . = not tested or not shown. An excerpt; rates above refer to the full screens.

SMILES | TLR9-MyD88 inh | NR5A2 inv ag | TROY signal inh | LMP1 NFkB inh | NCOA1 inh | Vif imaging | C8 TRAIL sens | SRC2 inh | NR2F2 inh | NOD2-RIPK2 inh | NCOA3 inh
C/C(=N\N1CCN(c2ccccc2)CC1)c1ccco1 | 0.5 | 17.8 | -40.0 | -5.4 | -3.4 | -25.7 | -4.4 | -26.9 | -35.9 | -1.7 | 10.0
CCCNC(=O)c1onc(CSc2ccc(Cl)cc2)c1C(=O)NC(C)C | -1.6 | 24.3 | -14.2 | -1.7 | -10.8 | -4.6 | 3.4 | 9.2 | 7.6 | -6.2 | 10.5
COC(=O)c1ccccc1NC(=O)c1onc(C)c1Cl | 8.0 | 15.3 | -3.8 | 8.0 | 11.8 | -16.4 | 6.6 | -16.0 | 20.5 | 1.2 | 6.3
Cc1ccc(CCNC(=O)c2ccc3nc4ccc(Cl)cc4c(=O)n3c2)cc1 | 1.5 | -0.1 | 4.0 | -7.7 | -81.2 | . | 6.2 | -5.7 | -49.0 | -1.2 | -12.2
CCOC(=O)CSc1nsc(SCC(=O)OCC)c1C#N | -1.8 | 13.2 | 1.7 | 0.9 | -3.0 | . | 1.0 | 12.7 | 1.0 | -2.1 | 8.8
C=CCN1C(=O)/C(=C2/Sc3ccccc3N2C)SC1=Nc1ccccc1C | -6.8 | 11.9 | -7.0 | 0.2 | 5.0 | -1.8 | -6.7 | 27.2 | -0.7 | 10.3 | 25.7
CCCC(=O)C1=C(O)C(C(=O)OC)C(C)(C)CC1=Nc1ccc(Br)cc1 (stereo unspecified) | -2.6 | -7.3 | 18.0 | -0.1 | 7.4 | -4.3 | -4.7 | 14.8 | 19.2 | -15.7 | 21.4
Clc1ccc(OCCCc2nc(-c3cccnc3)no2)c(Cl)c1 | 5.1 | -8.3 | 10.7 | -3.7 | -0.9 | -3.1 | 1.2 | -17.9 | 10.7 | -1.1 | 13.0
CCSc1nnc(NC(=O)C(CC)Oc2ccccc2)s1 (stereo unspecified) | -5.8 | -18.6 | -10.8 | -18.4 | -4.4 | -0.8 | 5.4 | -4.3 | 1.2 | -6.9 | 4.6
Cc1cccc(N2C(=NC(=O)c3ccccc3)SC3CS(=O)(=O)CC32)c1 (stereo unspecified) | -7.8 | 14.9 | -10.3 | 3.6 | -19.0 | -6.6 | -15.6 | 6.5 | 7.4 | -5.0 | -7.4
CCCN(C(=O)Cn1nc(C)c([N+](=O)[O-])c1C)c1c(N)n(Cc2ccccc2)c(=O)[nH]c1=O | -7.6 | 9.3 | 11.0 | 0.8 | -0.2 | -2.0 | -8.2 | -16.9 | -7.8 | 2.6 | 4.2
CCc1nnc(NC(=O)CSc2nnnn2C)s1 | -10.2 | 1.4 | -3.8 | -1.6 | 2.2 | 0.0 | -17.1 | 6.6 | 3.3 | -7.0 | 10.8
Cc1ccc(S(=O)(=O)N2C[C@H]3C(=O)C[C@@H](c4ccccc4)N(S(=O)(=O)c4ccc(C)cc4)[C@H]3C[C@H]2c2ccccc2)cc1 | -4.8 | -2.8 | 0.8 | 7.4 | 14.0 | 1.5 | -1.3 | -21.6 | -0.6 | 17.6 | 14.9
CCc1nnc(NC(=O)CSc2nccn2-c2cccc(C)c2)s1 | 5.1 | 8.8 | 1.1 | 0.9 | 15.1 | 12.9 | 10.2 | -6.1 | 6.9 | -22.7 | 17.4
NS(=O)(=O)c1cc2c(cc1Cl)NCNS2(=O)=O | -2.8 | -3.3 | 0.5 | 1.0 | 4.7 | -2.7 | -15.3 | 3.5 | -2.4 | -8.9 | 4.1
O=C(C1CCC(=O)N(C2CCCC2)C1)N1CCN(c2ccccc2Cl)CC1 (stereo unspecified) | 5.0 | -0.1 | -14.1 | 10.1 | -12.4 | 4.8 | 13.1 | 19.4 | -5.1 | 4.6 | -17.2
OCCCNc1ncnc2sc3c(c12)CCN(Cc1ccccc1)C3 | 11.3 | -3.9 | 35.8 | -3.6 | 18.9 | 1.5 | -7.3 | 11.4 | -8.2 | 4.7 | 4.6
Nc1cc(C(=O)O)ccc1Sc1ccccc1C(=O)O | -2.7 | -4.1 | -27.2 | -2.8 | -10.5 | -4.4 | -4.5 | -7.1 | -2.9 | -5.6 | -1.4
O=c1c2ccccc2nnn1-c1ccccc1 | -12.2 | -7.6 | -17.4 | 10.4 | -44.5 | 10.1 | -0.6 | -43.3 | 10.8 | 4.1 | -36.5
COc1ccccc1NC(=O)NNC(=O)CN1C(=O)COc2ccccc21 | 6.3 | 6.8 | -3.5 | -1.2 | -11.2 | 10.9 | 7.5 | 5.5 | -8.7 | -10.5 | 1.9
CCC1CCCCN1C(=S)Nc1cccc(S(=O)(=O)N(C)C)c1 (stereo unspecified) | 1.9 | -5.4 | -10.9 | 1.3 | -8.9 | 8.2 | 5.4 | 21.9 | 3.2 | -4.7 | 12.9
O=C(NC1CCCCCC1)c1c(O)nc2sccn2c1=O | -10.7 | -25.3 | -44.1 | 0.3 | -38.0 | . | 6.9 | -6.6 | 12.8 | -4.1 | -16.2
COc1ccc(-n2c(=O)cc(N3CC(C)OC(C)C3)[nH]c2=O)cc1 (stereo unspecified) | -0.5 | 3.5 | 8.3 | 4.5 | 13.7 | . | -14.4 | 16.3 | 8.9 | -17.9 | -11.4
CSc1cccc(NC(=O)C2C3C=CC4(O3)C2C(=O)N(CCCN2CCOCC2)C4C(=O)NC2CCCCC2)c1 (stereo unspecified) | 8.2 | 6.8 | 18.0 | -6.2 | -1.2 | 16.7 | -1.8 | -5.4 | 2.7 | -3.0 | -9.6
Cc1ccc(Cl)cc1N1CCN(S(=O)(=O)c2cc3c(cc2C)NC(=O)CO3)CC1 | 5.2 | 13.4 | 22.7 | -14.4 | 12.8 | -8.2 | -4.4 | 2.6 | -5.2 | -13.1 | -7.8
SMILES | TLR9-MyD88 inh | NR5A2 inv ag | TROY signal inh | LMP1 NFkB inh | NCOA1 inh | Vif imaging | C8 TRAIL sens | SRC2 inh | NR2F2 inh | NOD2-RIPK2 inh | NCOA3 inh
CN1C[C@@H]2[C@@H]3C(=O)N(C)C(=O)[C@@H]3[C@](C)(C1=O)N2C(=O)c1ccc(Br)cc1 | -7.8 | -21.9 | -3.5 | 0.4 | 4.8 | -5.5 | -13.3 | 9.9 | -9.2 | -10.1 | -2.5
CC1(C)CC(=O)C=C(NNC(=O)OC(C)(C)C)C1 | 7.4 | 1.6 | 14.0 | 1.5 | 14.2 | 5.4 | 1.0 | -3.0 | -5.1 | -6.6 | -5.4
CC(C)C(OC(=O)c1cc2sccc2n1C)C(=O)NCC1CCCO1 (stereo unspecified) | -5.4 | 13.4 | -2.6 | -2.8 | 0.8 | -0.3 | -8.9 | 0.4 | 22.4 | -1.8 | 7.6
O=C(N/C(=C/c1ccco1)C(=O)N1CCOCC1)c1cccs1 | 4.1 | 5.6 | 5.1 | -6.5 | 5.8 | -3.6 | -10.1 | 1.0 | 8.1 | -2.8 | 15.5
CC(C(=O)N1c2ccccc2Sc2ccccc21)n1nnc(-c2cccs2)n1 (stereo unspecified) | -6.7 | 9.9 | 3.1 | 6.2 | 11.8 | -6.8 | -0.7 | 3.5 | 8.2 | 0.8 | 33.6
COc1ccc(C2=NN(C(=O)c3ccccc3)C(c3ccc(OC)c(OC)c3)C2)c(O)c1 (stereo unspecified) | 5.7 | 19.4 | 10.1 | -0.6 | -26.2 | -10.6 | 3.5 | 25.3 | -7.1 | -10.0 | -1.2
CCC(=O)Nc1ccccc1-c1nc2ccccc2[nH]c1=O | -7.3 | -21.8 | -3.0 | 4.8 | -7.7 | -3.2 | -6.0 | -28.4 | 8.1 | -0.9 | -15.6
Oc1ccc(NCc2cccc(OCc3ccccc3)c2)cc1 | 6.2 | -9.2 | -15.3 | -9.5 | -85.6 | 25.3 | 5.2 | -19.1 | -25.8 | 10.6 | -13.3
C#CCN(C[C@H]1[C@H](OC(=O)NCc2ccco2)[C@H](OC(=O)NCc2ccco2)C[C@@H](C(=O)OC)[C@H]1C(=O)OC)S(=O)(=O)c1ccc(C)cc1 | 5.8 | 10.9 | 12.6 | -7.8 | 2.4 | 6.6 | -3.5 | 5.3 | 0.7 | -3.8 | -15.7
O=C(COc1ccc2c3c(c(=O)oc2c1)CCCC3)NCc1ccccn1 | 5.8 | 43.9 | -16.1 | -0.4 | -36.2 | -3.2 | -4.5 | 12.3 | -12.6 | 2.5 | 7.0
Cc1c(Cl)cccc1N(CC(=O)NC(C)c1ccccc1)S(C)(=O)=O (stereo unspecified) | -3.9 | 13.3 | 25.5 | -1.7 | 7.2 | -13.4 | -9.1 | 1.8 | 15.5 | -4.2 | -3.6
COC(=O)C(=O)C1CCc2c(Cl)cc(OC)c(OC)c2C1=O (stereo unspecified) | 0.5 | 2.1 | 3.0 | 86.8* | -3.6 | 7.0 | 4.8 | -39.9 | 6.6 | -3.2 | -18.7
CNC(=O)COC(=O)c1ccc(NC(=O)CC#N)cc1 | 6.2 | 5.7 | -14.0 | -2.6 | -6.7 | 7.9 | -6.0 | 26.7 | -21.8 | -8.1 | 10.3
CCN1CC(CN(C)Cc2nc(-c3ccc(OC)c4ccccc34)oc2C)CC1=O (stereo unspecified) | -6.8 | 10.6 | -8.1 | -5.8 | -10.3 | -12.6 | 0.9 | 2.0 | 30.6 | 1.6 | 7.5
N/C(=N\OC(=O)COc1ccc(Cl)cc1Cl)c1cccnc1 | 10.0 | -4.8 | -54.0 | -33.2 | -82.0 | 18.9 | 25.3 | -7.8 | -36.7 | 4.3 | -75.7
Nc1ccc(C(=O)N/N=C/c2sc(N3CCOCC3)nc2-c2ccccc2)cc1 | -7.9 | 0.8 | -4.2 | 2.0 | -14.0 | -1.5 | -6.4 | -17.7 | -27.4 | -14.4 | 6.0
COc1ccccc1OCc1nnc(SCC(=O)Nc2nnc(C3CC3)s2)n1C | -14.8 | 10.5 | 2.4 | 3.7 | -9.2 | -1.1 | -5.7 | 10.0 | -5.7 | 5.5 | 7.0

From PubChem
